# Compound activity from PubChem BioAssay.
# APOBEC3G inh: APOBEC3G DNA deaminase inhibitors, primary screen, biochemical, fluorescence, single-stranded DNA substrate, uHTS; recombinant A3G, ssDNA deamination FAM/TAMRA fluorescence; inhibition, % at 20 µM; hit rate 0.28% among 330,000; AID 493012, 2011;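 active = inhibition of at least 40% at 20 µM, with no more than 30% in the related APOBEC3A deaminase screen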;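 also: plate controls were DMSO wells with A3G for no effect and wells lacking A3G enzyme for full effect; some compounds called inactive have numbers as strong as hits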
# Target sequence (Q9HC16 whole entry, looked up): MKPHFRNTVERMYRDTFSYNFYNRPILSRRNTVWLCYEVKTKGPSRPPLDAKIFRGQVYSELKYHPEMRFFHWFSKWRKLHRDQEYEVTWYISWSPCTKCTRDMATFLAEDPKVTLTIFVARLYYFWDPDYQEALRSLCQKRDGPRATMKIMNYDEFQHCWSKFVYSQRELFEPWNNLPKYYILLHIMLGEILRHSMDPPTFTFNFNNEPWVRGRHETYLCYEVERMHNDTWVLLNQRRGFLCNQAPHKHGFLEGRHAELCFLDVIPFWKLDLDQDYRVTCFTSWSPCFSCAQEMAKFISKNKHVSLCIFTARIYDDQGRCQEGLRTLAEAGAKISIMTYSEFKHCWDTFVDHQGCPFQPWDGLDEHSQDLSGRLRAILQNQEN
# mIAP activ: activators of mouse IAP, primary screen, biochemical, luminescence, uHTS; muIAP, CDP-Star luminescence, 30 min; active compounds read high; 1 = vehicle-only enzyme signal, 0 = enzyme-free wells; activation factor at 10 µM; hit rate 0.24% among 330,000; AID 2805, 2010;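 active = activation factor of at least 2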; also: the source names both 10 and 20 µM as test concentration; values of inactives mirror those of a sister screen read the other way
#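 System: mouse IAP enzyme. Reagent: CDP-Star chemiluminescent phosphatase substrate. Benchmarks: DMSO wells, no-enzyme wells. Times: 30 min enzyme-substrate-compound incubation at room temperature. Detection: luminescence from enzymatic CDP-Star hydrolysis. Doses: test compounds delivered from DMSO solution.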
# hIAP block: human IAP inhibitors, primary screen, biochemical, luminescence, uHTS | Intestinal-type alkaline phosphatase (Homo sapiens), P09923 | inhibition, % at 10 µM | hit rate 0.12% among 330,000 | purified IAP, CDP-Star luminescence, 30 min;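 active = inhibition reaching a set limit with compound at 10 µM in the primary screen, cut at about 35% in these data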;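 also: plate controls were DMSO wells with enzyme for no effect and no-enzyme buffer wells for full effect; values of inactives mirror those of a sister screen read the other way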
# mIAP block: inhibitors of mouse IAP, primary screen, biochemical, luminescence, uHTS. intestinal alkaline phosphatase [Mus musculus]. purified mouse IAP, CDP-Star luminescence, 30 min. inhibition, % at 10 µM. hit rate 0.2% among 330,000. AID 2806, 2010;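 active = inhibition of at least 40% at 10 µM in the primary screen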;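 also: plate controls were DMSO with enzyme for no effect and no enzyme wells for full effect; values of inactives mirror those of a sister screen read the other way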
# ATG4B inh: ATG4B protease inhibitors, primary screen, biochemical, fluorescence, uHTS. inhibition, % at 8.33 µM. AID 504462, 2011. ATG4B cleavage of LC3-PLA2, NBD-HPC fluorescence, 1 h. Cysteine protease ATG4B (Homo sapiens), Q9Y4P1. hit rate 0.51% among 340,000; in the data active = inhibition above about 40%
# Target sequence (Q9Y4P1 whole entry, looked up): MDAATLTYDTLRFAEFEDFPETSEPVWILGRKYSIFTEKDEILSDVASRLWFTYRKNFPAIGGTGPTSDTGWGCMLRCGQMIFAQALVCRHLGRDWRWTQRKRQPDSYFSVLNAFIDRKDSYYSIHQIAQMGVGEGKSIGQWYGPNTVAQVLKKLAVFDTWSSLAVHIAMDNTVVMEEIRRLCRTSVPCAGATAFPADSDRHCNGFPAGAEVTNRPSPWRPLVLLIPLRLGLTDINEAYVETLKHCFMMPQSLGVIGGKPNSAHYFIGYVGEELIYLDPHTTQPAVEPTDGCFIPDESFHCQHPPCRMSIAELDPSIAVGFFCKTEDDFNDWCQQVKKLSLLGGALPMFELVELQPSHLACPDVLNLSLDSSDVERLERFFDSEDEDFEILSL
# MPTP inh: mitochondrial permeability transition pore inhibitors, primary screen, biochemical, isolated mouse mitochondria, absorbance; Ca2+ swelling absorbance, 30 min; inhibition, % at 10 µM; hit rate 1.4% among 360,000;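 active = inhibition of 50% or more, scaled per plate between neutral and stimulator controls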;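 also: 0% = DMSO wells given calcium and 100% = 1 mM EGTA wells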
# MIN6 prolif: inducers of MIN6 beta-cell proliferation, primary screen, ATP luminescence, uHTS | MIN6 cells proliferation, ATPlite luminescence, 48 h; cells starved in 0.2% serum; 100% = growth in 10% serum | proliferation, % at 10 µM | hit rate 0.29% among 330,000 | AID 2380, 2010;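 active = compounds whose signal lies at least 3.5 SD above the mean of all wells on their plate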;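 also: 0% = DMSO-treated cells in low-serum medium and 100% = 10% serum control; some compounds called inactive have numbers as strong as hits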
# hIAP act: human IAP activators, primary screen, biochemical, luminescence, uHTS; Intestinal-type alkaline phosphatase (Homo sapiens), P09923; purified human IAP, CDP-Star luminescence, 30 min; active compounds read high; 1 = vehicle-only enzyme, 0 = enzyme-free background; activation factor at 10 µM; hit rate 0.16% among 330,000; AID 2524, 2010;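 active = activation factor of the enzyme at least 2-fold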; also: the source names both 10 and 20 µM as test concentration; values of inactives mirror those of a sister screen read the other way
# APOBEC3A inh: APOBEC3A ssDNA deaminase inhibitors, primary screen, selectivity assay for APOBEC3G inhibitor project, biochemical, FAM/TAMRA oligo cleavage fluorescence; DNA dC->dU-editing enzyme APOBEC-3A (Homo sapiens), P31941; recombinant A3A, FAM/TAMRA ssDNA deamination fluorescence; inhibition, % at 20 µM; hit rate 0.41% among 330,000; AID 493011, 2011;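 active = at least 40% inhibition at 20 µM here, with at most 30% in a related deaminase screen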;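 also: plate controls were A3A with DMSO for no effect and wells lacking A3A enzyme for full effect; some results filed as inactive read as strong as hits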
# Target sequence (P31941 whole entry, looked up): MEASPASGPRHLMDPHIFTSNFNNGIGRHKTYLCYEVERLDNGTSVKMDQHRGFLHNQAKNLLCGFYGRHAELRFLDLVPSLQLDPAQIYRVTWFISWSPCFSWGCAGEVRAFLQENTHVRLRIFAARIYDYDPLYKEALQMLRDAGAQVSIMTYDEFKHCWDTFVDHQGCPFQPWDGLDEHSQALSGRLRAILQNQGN
# The depositor's hits bear a star; . = no result given.
SMILES,APOBEC3G inh,mIAP activ,hIAP block,mIAP block,ATG4B inh,MPTP inh,MIN6 prolif,hIAP act,APOBEC3A inh
CCOC(=O)C1CCCCN1Cc1ccc(-c2ccccc2)cc1 (centres undefined),0,0.9,-6,10,7,-1.2,-2,1.1,2
O=[N+]([O-])c1cc(Br)cc(/C=N/n2cnnc2)c1O,-5,0.87,16,13,2,-0.5,-4,0.84,2
CCOC(=O)c1sc(/N=C/N(C)C)c(C(=O)OCC)c1C,7,0.94,0,6,-1,0.1,3,1,7
NC(N)=NN=C1c2ccccc2-c2ccccc21,-4,0.94,21,6,-4,-1.6,3,0.79,1
COc1ccc(CC(=O)Nc2ccc(-c3noc(-c4ccc(Cl)cc4)n3)cc2)cc1,-2,1.1,-6,-6,-7,-3.2,-3,1.1,4
Cc1ccc(F)cc1NC(=O)N1c2ccccc2NC(=O)CC1C (centres undefined),-1,0.96,4,4,5,1.8,2,0.96,0
Cc1cc(-c2ccc(C(C)C)c(S(=O)(=O)N3CCOc4ccccc43)c2)on1,1,0.99,28,1,2,-0.1,-8,0.71,4
O=C(CCN1C(=O)c2ccccc2C1=O)C1=NN[C@@H]2C(=O)N(c3cccc(Cl)c3)C(=O)[C@H]12,-7,1.1,-2,-5,2,0.7,0,1,-3
Cn1c(NC(=O)C2CCCC2)cc(=O)n(C)c1=O,-8,0.9,0,10,2,-1.0,-3,1,-3
COc1ccccc1OCC(=O)OC/C(O)=C(\C#N)c1nc2ccccc2[nH]1,1,0.71,-86,29,-1,-0.1,-5,1.9,3
Cc1csc2nc(O)c(C(=O)NC3CCCCCC3)c(=O)n12,-5,0.94,8,6,1,1.4,-3,0.92,0
CCOC(=O)c1ccc(N2C(=O)CC(NC3CCN(C(=O)c4cccc(Cl)c4)CC3)C2=O)cc1 (centres undefined),-4,1.1,-18,-15,-5,.,0,1.2,-2
COc1cc(OC)c(C(=O)NCC2CCCO2)cc1OC (centres undefined),-2,1.1,3,-6,-6,1.6,1,0.97,2
CC(=O)/C(N=Nc1ccc(SC(F)F)cc1)=C(\C)O,-8,1.1,2,-8,1,1.0,-3,0.98,-4
Cc1ccc(N(Cc2ccccc2)C(=O)c2cc(S(=O)(=O)N3CCOCC3)ccc2C)cc1,-7,0.91,-5,9,-2,-2.0,0,1.1,-4
Oc1[nH]c2ccccc2c1N=Nc1nc2ccccc2s1,8,0.74,18,26,-5,5.0,-5,0.82,8
CCCn1c(-c2ccc(F)cc2)n[nH]c1=S,36,0.97,-14,3,6,3.1,-1,1.1,-5
CCC(C)Sc1ccc(-c2nc3ccc(C)cn3c2NC2CCCCC2)cc1 (centres undefined),2,1.1,0,-5,3,.,-7,1,1
COCCn1c(C)cc(C(=O)COC(=O)c2ccc3c(c2)NC(=O)CS3)c1C,1,0.93,10,7,-9,0.1,0,0.9,2
COC(=O)Cc1ccc2oc(-c3cccnc3)nc2c1,-4,1.1,3,-7,1,0.6,0,0.97,-8
Nc1cnn(C2CCCO2)c(=O)n1 (centres undefined),6,1.1,-14,-7,-18,0.0,-2,1.1,-2
CCOc1cc(NC(=S)NCCCN(C)C)c(OCC)cc1NC(=O)C1CC1,-6,1,-6,-4,6,-0.2,1,1.1,3
Cc1cccc(C(=O)OCC(=O)Nc2ccc(N3CCCCC3)cc2)c1O,-5,1,10,-2,-3,-2.3,1,0.9,-3
Cn1c(SCC(=O)N2CCN(c3ccccc3)CC2)nnc1-c1c[nH]c2ccccc12,5,0.93,-2,7,-2,-0.7,-4,1,2
O=c1ccc(=O)n2n1CC(O)C2,-4,1,-2,0,4,0.0,-2,1,-2
Cn1c(SCc2ccccc2)nc2ccsc2c1=O,-8,0.92,28,8,-1,14,-1,0.72,-3
COc1ccc(NC(=O)Nc2ccc3nonc3c2)cc1,-5,1.1,-10,-9,-2,42,-1,1.1,-2
Cc1ccc2c(C)c(C(=O)N(Cc3cccs3)C3CCS(=O)(=O)C3)oc2c1 (centres undefined),-4,0.91,-6,9,-22,-5.6,1,1.1,-5
CSc1nsc(SCc2cnc(C)nc2N)n1,-5,1.1,12,-9,2,-2.1,3,0.88,-3
O=C1N(c2ccccc2C(F)(F)F)O[C@@]1(c1ccccc1)C1CCCC1,-2,0.85,11,15,7,-0.9,-7,0.89,-1
CCOc1ccccc1-n1c(SCC(N)=O)nc2ccccc2c1=O,2,1,-2,-1,9,-0.7,-1,1,7
O=C(NCCCN1CCOCC1)c1cc(-c2ccc(Br)cc2)on1,-4,0.97,-19,3,8,0.0,-3,1.2,-4
CC(C)Cc1nnc(NC(=O)CCC(=O)N2CCC(C)CC2)s1,-8,0.98,-35,2,-1,0.6,-2,1.3,-4
O=C(O)C1CCCCC1C(=O)Nc1nccs1 (centres undefined),0,0.97,-1,3,4,-1.2,-4,1,1
S=C(Nc1ccccc1)N(Cc1ccccc1)Cc1ccncc1,-10,0.96,-7,4,-10,0.4,0,1.1,0
COCC(C)N=C1SCCN1Cc1ccccc1 (centres undefined),1,0.97,-9,3,-17,0.3,-2,1.1,0
CNc1nc(N)c([N+](=O)[O-])c(NCc2ccccc2)n1,-6,1,-12,-3,5,-0.1,6,1.1,-1
CC(=O)c1cccc(NC(=O)Cn2cnc(S(=O)(=O)N3CCC(C)CC3)c2)c1,9,0.93,2,8,-4,-3.7,-3,0.98,3
CCCC(=O)C1=C(O)C(C(=O)OC)C(C)(C)CC1=NC (centres undefined),-6,0.99,-2,1,7,4.0,0,1,-2
COc1ccc(/C=N/OCC(=O)NCc2cccs2)c(OC)c1,-2,0.9,9,10,5,-0.2,0,0.91,-1
CC(=O)c1cccc(NC(=O)c2cc(S(=O)(=O)N3CCOCC3)cs2)c1,-4,0.94,5,6,1,2.0,0,0.95,-2
O=C1CCCC/C1=C\Nc1ccc(S(=O)(=O)Nc2cnc3ccccc3n2)cc1,-4,0.94,15,6,-2,-1.3,0,0.85,-2
O=C(NCc1cccnc1)c1ccc(NC(=O)c2ccco2)cc1,2,0.96,1,4,4,-1.5,-3,0.99,2
Cc1ccc(O)c(C(=O)c2cc(C#N)c3nc4ccccc4n3c2)c1,-76,0.9,-98,10,-8,5.0,-1,2,-47
O=C(Nc1ccc2oc(-c3ccccc3)nc2c1)c1cccnc1,-6,1,1,-4,-4,2.3,-2,0.99,-4
Cc1cc(C)c(S(=O)(=O)Nc2ncccc2C)c(C)c1,-5,0.92,6,8,-3,-0.8,-4,0.94,-3
O=C(O)c1c(NC(=O)N2CCOCC2)sc2c1CCCC2,-2,1,-7,-2,-2,-0.4,-2,1.1,1
CN(C)S(=O)(=O)c1ccc(C(=O)NCc2nnc(SCC(=O)N3CCCCCC3)o2)cc1,0,0.93,-28,8,-10,-0.6,-1,1.3,1
CC(=O)C1=C(Nc2ccccc2)CC(C)(O)C(C(C)=O)C1c1ccccc1 (centres undefined),-5,1,4,-2,2,1.8,2,0.96,-2
O=C(O)CNC(=O)/C(=C/c1ccco1)NC(=O)/C=C/c1ccccc1,22,1,19,-2,3,1.1,0,0.81,1
CCCCCOc1ccc(NS(C)(=O)=O)cc1,1,1,-3,0,0,4.1,0,1,2
CCOC(=O)c1ccc(NC(=O)C2CC(=O)N=C(N)S2)cc1 (centres undefined),-7,0.99,-22,0,4,-0.4,-2,1.2,-3
CCN(CC)CCNc1ccc2nnc(CCNS(=O)(=O)c3ccc(C)cc3)n2n1,-8,0.95,-2,5,-6,-1.0,-1,1,-5
COc1cc(C#N)c(NC(=O)CN2CCC(C(N)=O)CC2)cc1OC,-4,1.1,-1,-8,-2,-0.2,2,1,3
Cc1ccc(NC(=O)CSc2ncnc3ccccc23)cc1S(=O)(=O)N1CCCCCC1,-2,0.91,6,9,-4,62*,-3,0.94,-1
CCN(CC)c1ccc([N+](=O)[O-])cc1C(=O)O,4,0.91,-12,9,3,-2.4,0,1.1,3
COCCNC(=O)Cn1nc(-c2ccc(C)cc2)c2ccccc2c1=O,-7,0.97,2,3,-2,0.3,-3,0.98,-2
Cc1ccc(C(=O)NNC(=O)c2ccncc2)cc1S(=O)(=O)N1CCOCC1,-6,0.89,-5,11,-3,-2.4,1,1.1,-3
CCCOc1ccc([N+](=O)[O-])c(N)c1,2,0.99,-14,1,-2,-1.0,-1,1.1,-1
CCN(CC)S(=O)(=O)c1cc(C(=O)Oc2cccc(-c3cnc4ccccc4n3)c2)ccc1Br,-3,0.89,-6,11,3,-2.4,-3,1.1,-3

# Some of the entries so far, with values under each structure:
# Fields: APOBEC3G inh	mIAP activ	hIAP block	mIAP block	ATG4B inh	MPTP inh	MIN6 prolif	hIAP act	APOBEC3A inh
CCCOc1ccc([N+](=O)[O-])c(N)c1
→ 2	0.99	-14	1	-2	-1.0	-1	1.1	-1
COc1cc(C#N)c(NC(=O)CN2CCC(C(N)=O)CC2)cc1OC
→ -4	1.1	-1	-8	-2	-0.2	2	1	3

# Continued.
SMILES,APOBEC3G inh,mIAP activ,hIAP block,mIAP block,ATG4B inh,MPTP inh,MIN6 prolif,hIAP act,APOBEC3A inh
O=C(COc1ncnc2ccccc12)N1CCN(C(=O)c2ccco2)CC1,-2,1,-13,0,6,-1.8,-3,1.1,-3
CCOc1ccc(Nc2nc(N)nc(CSC(=S)N3CCOCC3)n2)cc1,2,1,-2,-4,-12,1.2,-2,1,-3
CCOC(=O)Cc1csc(SCC(=O)NC2CCCC(C)C2C)n1 (centres undefined),-11,1,-8,-2,-3,0.1,4,1.1,-4
COC(=O)c1ccc(Cn2nc(-c3ccc(C)c(C)c3)ccc2=O)cc1,-3,0.89,9,11,-1,0.6,-2,0.91,-1
O=C(Nc1ccc(Oc2cccnc2)cc1)C1CCN(Cc2ccccc2)CC1,0,1.3,-40,-30,3,0.2,-1,1.4,0
CCCC1(C(=O)OCC)NC(c2ccc(O)cc2)C2C(=O)N(c3ccc4c(c3)OCCO4)C(=O)C21 (centres undefined),-6,0.94,-14,6,-4,0.4,0,1.1,-5
O=C(COC(=O)CSc1ccc([N+](=O)[O-])cc1)NCCc1ccccc1,-2,0.94,28,6,-1,0.9,-2,0.72,0
COc1ccc(CNC(=O)C(C)N2CCN(S(=O)(=O)c3ccccc3F)CC2)cc1 (centres undefined),-7,1,1,-1,-2,0.7,1,0.99,1
Cc1cc(Br)ccc1NC(=S)NC1CCCC1,-5,1.3,0,-26,-5,1.3,-7,1,0
Cc1cc(C)c(S(=O)(=O)c2c(C)cccc2C)c(OCC(C)C)n1,-13,1,0,-1,9,2.5,-5,1,-3
Cc1ccc(OCCN2C(=O)c3ccccc3C2=O)c(C)c1,-2,0.99,-5,1,2,1.8,-4,1,-1

# Random draw from the library. Share with any hit: about 3.3%.
